Rab9 prom act: qHTS Assay for Rab9 Promoter Activators; Potency, µM (doses to about 9.22 µM), for the others: at the highest dose activation, negative = inhibition, hits mostly activators; 320,000 tested, 2.8% active; AID 485297, 2010; Huh7 Rab9 promoter-luciferase reporter, luminescence, 24 h; note: potency is the fitted concentration of half-maximal effect; % of control where 0% means no effect; nearly all actives have a fitted effect of over 60% in size
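Huh7 cells stably carrying a Rab9 promoter-luciferase reporter, 1500 cells per well in OP-MEM I with 10% FBS, treated with compound 24 hours at 37C. Luciferase activity read by luminescence after 10 minutes with Amplite reagent.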
ELG1 genotox: qHTS screen for small molecules that induce genotoxicity in human embryonic kidney (HEK293T) cells expressing luciferase-tagged ELG1 | AID 504466, 2011 | 330,000 tested, 1.3% active | Potency, µM (doses to about 46 µM), without a hit: at the top dose activity change, positive = activation, usual class: activators | HEK293T ELG1-luciferase reporter, luminescence, 16 h; note: potency is the fitted concentration of half-maximal effect; % of control where 0% means no effect; nearly all actives have a fitted effect of over 60% in size
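Screening used a luciferase reporter fused to human ELG1 in HEK293T cells. Luminescence was read on a CCD plate imager after 16 hr exposure and 30 min ONE-Glo incubation.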
uPA generation: qHTS for Inhibitors of Cell Surface uPA Generation | cell surface uPA generation assay, qHTS | Potency, µM (highest dose often 38.3 µM), without a hit: top-dose activity change, negative = inhibition, actives largely listed as inhibitors | 330,000 tested, 0.31% active | AID 540303, 2011; active = well fitted inhibition curve with a large enough effect; inconclusive = small, poorly fitted or top-dose-only effect; inactive = no such curve, though single readings can be large or run the other way; tested in mouse RAW 264.7 cells; note: potency is the fitted concentration of half-maximal effect; % is set by controls: 0 for no effect and ±100 for the full control effect; nearly all actives have a fitted effect of over 55% in size
RORgamma inh: qHTS for inhibitors of ROR gamma transcriptional activity; Nuclear receptor ROR-gamma (Mus musculus), P51450; AID 2551, 2010; Drosophila S2 Gal4-RORgamma UAS-luciferase reporter, 20 h; Potency, µM (series often up to 53.6 µM), for the others: at the top dose activity change, negative = inhibition, most hits filed as inhibitors; 310,000 tested, 5.4% active; note: potency is the fitted concentration of half-maximal effect; % is set by controls: 0 for no effect and ±100 for the full control effect; nearly all actives have a fitted effect of over 60% in size
Target sequence (P51450 whole entry, looked up, the tested form may be a part): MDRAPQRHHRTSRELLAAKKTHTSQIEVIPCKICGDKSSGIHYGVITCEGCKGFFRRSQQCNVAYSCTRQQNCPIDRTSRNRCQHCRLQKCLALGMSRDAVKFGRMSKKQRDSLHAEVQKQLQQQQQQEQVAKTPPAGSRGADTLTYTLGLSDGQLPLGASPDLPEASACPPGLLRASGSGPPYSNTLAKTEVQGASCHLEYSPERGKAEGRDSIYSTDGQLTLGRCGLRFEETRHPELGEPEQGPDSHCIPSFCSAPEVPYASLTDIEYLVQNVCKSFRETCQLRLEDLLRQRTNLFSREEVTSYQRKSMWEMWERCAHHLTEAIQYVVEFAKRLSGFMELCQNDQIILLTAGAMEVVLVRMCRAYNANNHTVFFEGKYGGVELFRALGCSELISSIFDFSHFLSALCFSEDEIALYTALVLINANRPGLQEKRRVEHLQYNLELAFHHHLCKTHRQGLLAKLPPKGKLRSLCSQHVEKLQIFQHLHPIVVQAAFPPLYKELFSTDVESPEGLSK
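Drosophila S2 cells stably expressing Gal4-DBD/mouse RORγ fusion under metallothionein promoter plus UAS-luciferase; compound 1 h, then 700 uM CuSO4 induction for 20 h at ambient temperature; inhibition read as reduced luminescence.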
Tb PFK inh: qHTS Assay to Find Inhibitors of T. brucei phosphofructokinase; T. brucei PFK, ADP-Glo luminescence; 330,000 tested, 0.17% active; AID 485367, 2010; Potency, µM (highest dose often 57.5 µM), without a hit: at the highest dose activity, negative = inhibition, most hits filed as inhibitors; ATP-dependent 6-phosphofructokinase (Trypanosoma brucei brucei), O15648;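 note: potency is the fitted concentration of half-maximal effect; 0% = uninhibited 1x PFK enzyme wells and -100% = no-enzyme wells; nearly all actives have a fitted effect of over 60% in size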
Target sequence (O15648 whole entry, looked up): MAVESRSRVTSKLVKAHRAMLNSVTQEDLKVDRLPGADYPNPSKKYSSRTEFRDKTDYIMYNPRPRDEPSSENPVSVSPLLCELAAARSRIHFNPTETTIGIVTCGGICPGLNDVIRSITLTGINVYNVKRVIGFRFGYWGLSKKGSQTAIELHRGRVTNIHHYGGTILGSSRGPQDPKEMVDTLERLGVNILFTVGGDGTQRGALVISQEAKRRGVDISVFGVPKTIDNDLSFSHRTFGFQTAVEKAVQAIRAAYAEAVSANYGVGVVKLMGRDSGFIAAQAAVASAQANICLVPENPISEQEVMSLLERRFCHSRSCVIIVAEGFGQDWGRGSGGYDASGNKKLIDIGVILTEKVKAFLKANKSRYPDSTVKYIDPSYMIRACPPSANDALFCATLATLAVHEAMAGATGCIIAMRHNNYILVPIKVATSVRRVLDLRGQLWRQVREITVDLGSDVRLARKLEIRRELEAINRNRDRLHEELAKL
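1.25 nM PFK with 0.5 mM F6P and 0.1 mM ATP in 0.1 M TEA pH 8.0, 5 mM MgCl2, incubated 45 min at room temperature; ADP measured by ADP-Glo luminescence; compounds titrated up to 57 uM.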
VP16 counter: VP16 counterscreen qHTS for inhibitors of ROR gamma transcriptional activity. Drosophila S2 Gal4-VP16 UAS-luciferase, luminescence, 20 h. 310,000 tested, 3.5% active. AID 2546, 2010. Potency, µM (top dose mostly 53.6 µM), without a hit: at the top dose activity, negative = inhibition, most hits filed as inhibitors;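 note: Gal4-VP16 expression switched on by copper sulfate through the metallothionein promoter; potency is the fitted concentration of half-maximal effect; % is set by controls: 0 for no effect and ±100 for the full control effect; nearly all actives have a fitted effect of over 50% in size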
KCNH2 3.1 block: qHTS for Inhibitors of KCHN2 3.1: Mutant qHTS | U2OS KCNH2 3.1, thallium flux FluxOr; hits give low values | activity change, % (tested at about 1.8 µM) | AID 720553, 2013 | Potassium voltage-gated channel subfamily H member 2, brain isoform KCNH2 3.1 (human) | 340,000 tested, 0.95% active;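 active = maximum activity change below -70%; inconclusive = maximum activity change from -70% to -50%; inactive = maximum activity change above -50%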;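 note: thallium influx rate constant from kinetic fluorescence after stimulation buffer; % is set by controls: 0 for no effect and ±100 for the full control effect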
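Normalized rate constant (relative to positive and negative DMSO controls) derived from a 2 min kinetic fluorescence read after stimulation; U2OS cells expressing the 3.1 isoform via virus at 1.77 x 10^8 /mL.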
NPC1 prom act: qHTS Assay for NPC1 Promoter Activators; Huh7 NPC1 promoter luciferase reporter, 24 h; Potency, µM (titrated, usually from 9.22 µM), without a hit: top-dose activation, hits mostly activators; 320,000 tested, 2.4% active; AID 485313, 2010;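 note: potency is the fitted concentration of half-maximal effect; % of control where 0% means no effect; nearly all actives have a fitted effect of over 60% in size; reporter is driven by a mutant NPC1 promoter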
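Huh7 reporter cells (NPC1 promoter driving luciferase) are dosed with compound for 24 h at 37 °C, 5% CO2; luciferase detection reagent is then added and luminescence measured after 10 min at ambient temperature.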
FLuc modulator: qHTS profiling assay for firefly luciferase inhibitor/activator using purifed enzyme and Km concentrations of substrates (counterscreen for miR-21 project); Luciferin 4-monooxygenase (Photinus pyralis), P08659; purified FLuc, Km substrates, luminescence inhibition; Potency, µM (series often up to 57.5 µM), inactives show top-dose activity change, negative = inhibition, hits mostly inhibitors; 360,000 tested, 6.9% active;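 note: potency is the fitted concentration of half-maximal effect; plate controls were vehicle for no effect and reference inhibitor for full effect; nearly all actives have a fitted effect of over 55% in size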
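Biochemical qHTS of compounds, final roughly 60 µM downward over six points, against 10 nM purified firefly luciferase using Km concentrations of substrates (10 uM D-luciferin, 10 uM ATP) in Tris acetate pH 7.5 buffer; luminescence output.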
Giardia kill: Small Molecules that selectively kill Giardia lamblia: qHTS; 340,000 tested, 0.15% active; activity change, % at 7.66 µM, hits read low; Giardia lamblia trophozoite viability; in the data active = activity change below about -80%; inconclusive = between about -30% and that limit;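 note: parasites exposed to compound for two days anaerobically before the ATP read; % is set by controls: 0 for no effect and ±100 for the full control effect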
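Giardia lamblia trophozoites (100 cells/well) were incubated with compounds for 48 h at 37 deg C under anaerobic conditions. Viability was read as ATP content by one-step luminescence after 15-30 min at room temperature.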
Coupling enz: qHTS Assay for Inhibitors of Fructose-1,6-bisphosphate Aldolase from Giardia Lamblia: Coupling assay counterscreen. coupling enzyme system counterscreen, AmpLite Red fluorescence. activity change, negative = inhibition, % at 58.2 µM, hits read low. 290,000 tested, 0.67% active. AID 2472, 2010; in the data active = activity change below about -30%; note: % is set by controls: 0 for no effect and ±100 for the full control effect
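Compounds tested against the coupling enzymes alone at 57.5 uM final; readout was AmpLite Red fluorescence (525/598 nm) after 20 min at RT.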
* hit, by the source's call; u = inconclusive; x = not tested or not shown; [ ] = dose if it differs, or a comment. Unless noted, calls come from the whole dose curve; as a rule, active = well fitted curve in the direction sought with a large enough effect; inconclusive = small, poorly fitted or top-dose-only effect, or another doubt; inactive = no such curve, though single readings can be large; an effect the other way counts as inactive or inconclusive.

SMILES	Rab9 prom act	ELG1 genotox	uPA generation	RORgamma inh	Tb PFK inh	VP16 counter	KCNH2 3.1 block	NPC1 prom act	FLuc modulator	Giardia kill	Coupling enz
O=c1cc(CN2CCN(c3ccc(O)cc3)CC2)nc2scc(-c3ccccc3)n12	-4%	-7%	-3%	19%	u	2%	-2	-1%	2%	26	-9
Cc1ccc(C)c(C(=O)CSc2nc3ccccc3c(=O)[nH]2)c1	-9%	3%	-6%	-12%	2%	1%	-6	-9%	-3%	8	-1
O=C(NCc1ccco1)c1cccs1	-4%	-1%	-5%	0%[10 µM]	2%	-21%	4	4%	-2%	-3	-8
Nc1nc(N)c(N=Nc2ccc(S(N)(=O)=O)cc2)c(=O)[nH]1	-3%	0%	-5%	-3%	4%	5%	-4	0%	-6%	35[activator]	3
Cc1ccc(S(=O)(=O)N2CCC(C(=O)N3CCC(C(=O)NCc4cccnc4)CC3)CC2)cc1	-2%	-1%	3%	1%	-3%	-4%	13	0%	0%	-26	3
O=C(c1ccco1)N1CCN=C1SCc1ccccc1Cl	-10%	10%	-9%	-13%	-2%	6%	16	-1%	-9%	15	1
C=CCc1c(C)nc(-c2ccccc2)nc1Nc1ccccc1O	-1%	-3%	-6%	u	-1%	-10%	-1	2%	-18%	1	-2
O=C(/C=C/c1ccc(F)cc1)Nc1cccc(S(=O)(=O)N2CCOCC2)c1	x	-7%	u	x	2%	x	-46	x	x	12	x
CCCCN1C(=O)C(NC(C)=O)c2ccccc21 (centres undefined)	-15%	3%	1%	27%	0%	21%	4	-5%	-2%	-14	0
COc1ccc(S(=O)(=O)Nc2c(F)cccc2F)cc1	-10%	0%	1%	2%	-1%	-7%	24	-6%	1%	-3	0
CN(C)c1cccc(C(=O)OCC(=O)NC2CCCC2)c1	10%	0%	5%	14%	-12%	9%	-2	0%	-6%	5	0
COc1ccc2sc(-c3ccccc3OC)c(-c3ccc(OC)nc3)c2c1	0%	1%	5%	x	-2%	x	-2	-2%	u	-17	x
CCC(C)n1nccc1NC(=O)C(C)Cl (centres undefined)	0%	-1%	-3%	-23%	0%	16%	8	5%	5%	-2	3
N#CC1=C(N)Oc2n[nH]c(-c3ccccc3)c2C12C(=O)Nc1ccccc12 (centres undefined)	-5%	0%	5%	-11%	6%	11%	1	1%	-1%	-1	-4
CC(=O)c1ccc(NC(=O)CSc2nc(=O)n3cccc(C)c3n2)cc1	0%	u	-4%	x	-3%	x	-2	-2%	4%	-30	x
COc1ccccc1NC(=O)CSc1ncn[nH]1	4%	0%	4%	25%	1%	-9%	17	-1%	1%	0	0
Cc1nc2ccc([N+](=O)[O-])cc2nc1C	-1%	-2%	4%	-11%	-1%	7%	-18	-1%	6%	-19	-3
COc1ccc2[nH]cc(C(=O)NCCc3ccccc3)c(=O)c2c1	20%	5%	0%	u	-1%	0%	6	15%	-16%	-14	-3
O=C(Oc1ccc2cccc(OC(=O)N3CCOCC3)c2c1)N1CCOCC1	0%	1%	4%	20%	1%	-2%	2	1%	20%	-3	4
CCCCNC(=O)Nc1nc2ccccc2s1	1.4µM*	u	0%	7%	1%	-3%	2	2.5µM*	11µM*	15	0
CCn1c(SCC(=O)Nc2cc(C)on2)nnc1-c1ccc(C)cc1	-4%	-11%	-2%	5%	2%	0%	-1	-1%	-1%	-1	1
S=c1[nH]nc(-c2ccco2)n1/N=C/c1ccc(Cl)cc1	1%	3%	0%	4.5µM*	0%	4µM*	3	-1%	-5%	-21	5
CCOc1ccccc1N(CC(=O)N/N=C/c1cc(Br)ccc1OC)S(C)(=O)=O	3%	-6%	-3%	-2%	-1%	-14%	x	4%	-2%	9	-25
CCCCNS(=O)(=O)c1ccc2nc(-c3cccnc3)cc(C(=O)NCCCN(CC)CC)c2c1	1%	-1%	x	2%	-2%	-11%	x	-6%	0%	x	0
CC(C)(C)c1ccc(COn2c(=O)c(-c3ccco3)[n+]([O-])c3ccccc32)cc1	-2%	-6%	-3%	-3%	3%	1%	-7	6%	u	-2	-13
CC(=O)N1c2ccc(S(=O)(=O)CCC(=O)O)cc2CC1C (centres undefined)	11%	0%	4%	-20%	1%	3%	-5	-2%	5%	6	3
N#C/C(=C(/O)CN1CCCC1)c1nc(-c2ccccc2)cs1	3.2µM*	u	-2%	1%	1%	16%	7	4µM*	19µM*	-3	-7
O=c1c2sccc2nc(SCc2cc(=O)n3ccccc3n2)n1Cc1ccccn1	4µM*	u	x	u	-5%	7%	x	u	-3%	x	-8
O=c1nc2ccccc2c(NS(=O)(=O)c2ccc(Cl)cc2)n1-c1ccccc1	-6%	3%	-6%	12%	0%	-3%	3	-3%	2%	-2	1
COc1ccccc1NC(=O)c1cc2ccccc2nc1C	-32%[inhibitor]	-4%	-3%	1%	-2%	22%	-13	14%	0%	10	0
Nn1cc(-c2ccccc2)nc1SCC(=O)Nc1ccc(S(N)(=O)=O)cc1	0%	-3%	-8%	4%	1%	12%	18	-3%	-13%	2	1
COc1cccc(N2CCN(C(=S)Nc3cccc(C)c3)CC2)c1	2%	-3%	1%	7.1µM*	1%	-28%	8	3%	0%	-3	0
COc1ccc(C)cc1NC(=O)CN(Cc1nnc(-c2ccc(Cl)cc2)o1)C1CCCC1	10%	-6%	2%	13%[0.365 µM]	10%	x	-28	8%	u	4	-4
O=c1nc2c(O)cccn2c2c1c(=O)[nH]c1ccccc12	-6%	10%	-1%	-17%	0%	-25%	-6	-1%	4%	1	-16
CN(C)S(=O)(=O)N1CCC(Oc2cccc(C(=O)NC3CCCCC3)c2)CC1	-35%[inhibitor]	-4%	-12%	u	0%	u	-8	-28%	-15%	-20	x
Oc1ccccc1-c1nc2ccccc2nc1-c1ccccc1	0%	-4%	3%	10%	-10%	-8%	-9	-3%	-4%	-8	0
CN(C)CCCN(C(=O)CCc1ccccc1)c1nc2c(F)cccc2s1	-2%	1%	4%	-3%	1%	-21%	-71*	-1%	5%	-9	0
Cc1cc(NC(=O)COC(=O)C2CC(=O)N(c3ccccc3Cl)C2)no1 (centres undefined)	-3%	-9%	-6%	0%	0%	10%	33	-2%	0%	6	0
COc1cccc(C(=O)Nc2cc(NC(=O)c3cccs3)ccc2C)c1OC	3%	-14%	u	16%	7%	-5%	-9	-2%	21µM*	u	-3
CCOC(=O)N1CCC(N(CCCOC)C(=O)Nc2ccc(CC)cc2)CC1	-9%	-4%	5%	u	-1%	4%	-9	-1%	3%	-5	1
CCCC(=O)c1ccc(N2CCCCC2)c(F)c1	u	u	u	7%	1%	-8%	21	u	13µM*	2	0
COc1cccc(-n2c(Cc3cc(=O)[nH]c(=O)[nH]3)nnc2SCC(=O)NC2CCCCC2)c1	-8%	2%	23%	17%	1%	-3%	18	2%	0%	13	0
CCc1ccc(OCc2ccc(C(=O)OC)o2)cc1	u	u	7%	-11%	0%	15%	-1	u	17µM*	9	-1
CCOC(=O)c1ccc(NC(=O)c2cc(S(=O)(=O)N3CCOCC3)cn2C)cc1	-3%	1%	-5%	26%	-2%	0%	-6	4%	-15%	0	1
Cc1cc(NC(=O)c2cc(-c3ccc(O)cc3)on2)no1	u	u	u	0%	-9%	8%	-21	u	u	15	13
Oc1ccccc1-c1nc(N2CCCC2)c2ccccc2n1	-6%	-2%	3%	-9%	-6%	4%	2	-1%	4%	1	0
Nc1ccc(S(=O)(=O)Nc2ccc(C(=O)c3ccccc3)cc2)cc1	1%	-3%	1%	u	-14%	u	-1	2%	0%	24	1
NC(=O)CC(NC(=O)Cc1ccc(Br)cc1)c1ccc(NCc2ccc(F)cc2)c([N+](=O)[O-])c1 (centres undefined)	-7%	15%	u	-1%	4%	-2%	-17	-1%	0%	5	0

Looked up above.
Value for Cc1cc(NC(=O)COC(=O)C2CC(=O)N(c3ccccc3Cl)C2)no1 (centres undefined) under KCNH2 3.1 block: 33
Value for Nc1ccc(S(=O)(=O)Nc2ccc(C(=O)c3ccccc3)cc2)cc1 under NPC1 prom act: 2%
